XBP1 UPR activ = adaptive UPR (XBP1) activation; CHO-XBP1 luciferase reporter, IRE1-XBP1 UPR activation, luminescence; percent of tunicamycin response, DMSO as zero; activation, % at 20 µM; hit rate 0.33% among 330,000;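 active = versus positive control, 20 µM dose yields 30% or more activation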;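 note: 100% = tunicamycin at 10 µg/mL and 0% = DMSO only wells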
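Test system: CHO-XBP1 luciferase reporter cells | Buffer or medium: Serum-containing F12 medium, 10% FBS | Schedule: 6 h compound exposure at 37 °C, 5% CO2 | Detection: Steady-Glo luciferase glow luminescence, 10 min after reagent addition | Read-out basis: Activation, % of tunicamycin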
tim10-1 inh = inhibits growth of tim10-1 mutant yeast. S. cerevisiae tim10-1 ts strain growth, BacTiter-Glo, 24 h. inhibition, % at 20 µM. hit rate 2.2% among 330,000. AID 463190;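 active = inhibition of at least 40%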;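 note: mutant grown at 25 °C; 0% = DMSO wells with yeast and 100% = wells holding no yeast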
697 NFkB inh = inhibitors of the PMA/ionomycin-induced NF-kB reporter in 697 B cells | 697 B-cell NF-kB luciferase reporter, 16 h | AID 435022 | inhibition, % at 4 µM | hit rate 0.33% among 330,000; in the data active = inhibition above about 35%
TIM10 inh = TIM10 yeast growth inhibition; S. cerevisiae TIM10 strain growth, BacTiter-Glo luminescence, 24 h; inhibition, % at 10 µM; hit rate 1.4% among 330,000;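 active = inhibition of 40% or more at the single tested concentration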;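 note: wild-type TIM10 isogenic control strain grown at permissive 25 °C; 0% = DMSO yeast wells and 100% = minimal medium wells without yeast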
Jurkat NFkB inh = lowers PMA/ionomycin-induced NF-kB signal in Jurkat cells | PMA/ionomycin-induced NF-kB luciferase reporter, luminescence | inhibition, % at 4 µM | hit rate 0.53% among 330,000 | AID 435003; in the data active = inhibition above about 50%
Mdm2-MdmX inh = disrupts the human Mdm2-MdmX interaction; SaOS-2 split-luciferase Mdm2/MdmX complementation, luminescence; hit rate 3% among 330,000; inhibition, % at 8 µM;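 active = inhibition of at least 50% at 8 µM in the primary screen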
Target sequence (O15151 whole entry, looked up): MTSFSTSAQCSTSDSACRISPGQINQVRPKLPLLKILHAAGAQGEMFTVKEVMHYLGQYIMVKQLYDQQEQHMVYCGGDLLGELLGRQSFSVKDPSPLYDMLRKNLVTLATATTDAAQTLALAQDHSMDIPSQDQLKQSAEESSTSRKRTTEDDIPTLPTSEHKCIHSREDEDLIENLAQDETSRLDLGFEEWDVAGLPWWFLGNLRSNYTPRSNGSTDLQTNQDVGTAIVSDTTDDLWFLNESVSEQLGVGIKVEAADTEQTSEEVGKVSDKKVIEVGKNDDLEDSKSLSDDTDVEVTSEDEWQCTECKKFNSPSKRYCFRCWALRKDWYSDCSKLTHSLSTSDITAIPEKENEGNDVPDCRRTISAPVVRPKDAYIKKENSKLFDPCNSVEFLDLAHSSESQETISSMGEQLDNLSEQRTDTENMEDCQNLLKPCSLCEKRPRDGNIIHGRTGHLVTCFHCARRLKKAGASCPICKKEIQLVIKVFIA
Target sequence (Q00987 whole entry, looked up): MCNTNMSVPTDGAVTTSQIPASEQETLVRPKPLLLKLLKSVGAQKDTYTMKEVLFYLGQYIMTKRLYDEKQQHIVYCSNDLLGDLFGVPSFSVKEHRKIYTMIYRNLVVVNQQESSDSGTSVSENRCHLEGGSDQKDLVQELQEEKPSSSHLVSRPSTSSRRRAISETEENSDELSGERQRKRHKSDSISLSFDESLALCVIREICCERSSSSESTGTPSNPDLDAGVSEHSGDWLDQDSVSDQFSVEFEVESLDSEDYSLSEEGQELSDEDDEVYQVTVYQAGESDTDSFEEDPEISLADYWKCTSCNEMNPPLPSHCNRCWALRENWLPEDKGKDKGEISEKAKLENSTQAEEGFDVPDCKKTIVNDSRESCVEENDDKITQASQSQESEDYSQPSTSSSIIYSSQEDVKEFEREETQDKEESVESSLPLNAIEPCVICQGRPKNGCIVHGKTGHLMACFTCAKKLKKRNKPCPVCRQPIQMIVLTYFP
tim23-1 inh = tim23-1 yeast growth inhibition; S. cerevisiae tim23-1 growth, BacTiter-Glo luminescence, 24 h; inhibition, % at 20 µM; hit rate 1.3% among 330,000; AID 463212;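 active = growth inhibition of the mutant yeast at or above 50%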;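 note: temperature-sensitive mutant grown at 25 °C; plate controls were DMSO-treated mutant yeast for no effect and medium wells lacking yeast for full effect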
CHOP UPR activ = apoptotic UPR (CHOP) activation. AID 449763. activation, % at 10 µM. CHO-CHOP luciferase reporter, luminescence; percent of tunicamycin response over DMSO baseline. hit rate 0.34% among 330,000;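 active = at 10 µM dose, activation of 40% or more, normalized to positive control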;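 note: 100% = tunicamycin at 10 µg/mL and 0% = DMSO alone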
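Assay system: CHO-CHOP cells, stable luciferase reporter of PERK-eIF2a-CHOP signalling / Buffer or medium: F12 plus 10% serum / Compound dosing: one dose, 10 µM in 0.5% DMSO / Times: 6 h compound treatment, 37 °C / Technique: luciferase luminescence / Read-out: % reporter activation, DMSO baseline versus tunicamycin full activation / Benchmarks: tunicamycin and DMSO controls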
Starred values were filed as active, the others as inactive; · = not tested or not shown.

SMILES	XBP1 UPR activ	tim10-1 inh	697 NFkB inh	TIM10 inh	Jurkat NFkB inh	Mdm2-MdmX inh	tim23-1 inh	CHOP UPR activ
Cc1ccc(S(=O)(=O)NCc2ccc3[nH]c(C)cc3c2)cc1	-2	11	8	5	6	13	18	-0.1
O=C(CN(C(=O)c1csnn1)c1ccc(F)c(Cl)c1)NCc1ccc(F)cc1	-5	12	16	-1	6	25	11	0.4
O=C(CSC1=NS(=O)(=O)c2ccccc2N1)Nc1ccc(F)cc1	-1	11	15	5	12	15	17	-0.4
CC(=O)Nc1cccc(NC(=O)CS(=O)(=O)c2cn(CC(=O)N(C(C)C)C(C)C)c3ccccc23)c1	-5	-7	-11	-2	2	26	-13	-4.1
CC(=O)n1cc([C@@H]2C=C(C(=O)NCc3ccccc3)O[C@H](OCCCCO)C2)c2ccccc21	-2	5	-20	5	6	18	26	0.7
COC(=O)[C@@]12CCCCN1[C@H](c1ccc(-c3cccc(Cl)c3)c(OC)c1)[C@H]1C(=O)N(C)C(=O)[C@H]12	0	13	12	12	10	40	27	-1.0
Cc1ccc(C(=O)Nc2ccccc2C(=O)Nc2ccccn2)cc1Cl	1	14	-27	21	-18	7	39	2.1
Cc1ccc(Cl)c(OCCN2CCCC(C)C2)c1 (stereo unspecified)	-5	-79	21	-67	6	-23	-21	-2.1
O=C(NC(C(=O)c1ccccc1)N1CCOCC1)c1ccccc1 (stereo unspecified)	1	5	-16	11	-10	6	9	1.2
CN(C(=O)COc1coc(CN2CCN(c3ccccc3)CC2)cc1=O)c1ccccc1	-1	8	17	2	8	-22	-5	-0.1
O=C(Nc1cc(S(=O)(=O)Nc2ccccc2Cl)ccc1O)c1ccc(F)cc1F	-3	-7	10	3	-3	26	-19	-0.7
O=C(Nc1ccc(Br)cc1F)C1CC(=O)N(C2CCCCC2)C1 (stereo unspecified)	0	13	15	-7	-4	11	12	-3.9
CC(=O)NCCc1nc2cc(NC(=O)c3cccs3)ccc2n1C	3	-5	-9	22	-20	7	0	0.8
O=C(Nc1nc2ccccc2s1)Nc1ccc(F)cc1F	-2	-1	-176	-9	-145	-39	-2	5.6
Cc1cc(S(=O)(=O)Nc2nc(CN3CCOCC3)nc3sc4c(c23)CCCC4)ccc1F	-4	26	-11	-5	-3	29	33	-0.4
Cc1ccccc1/C(N)=N/OC(=O)N1c2ccccc2Sc2ccccc21	-1	72*	12	74*	4	28	30	-2.9
COc1cc(-c2csc(NC3CCCCC3)n2)cc(OC)c1OC	-3	16	-4	18	-11	24	28	2.2
COc1ccc(/C=C(/NC(=O)c2ccc(OC)c(OC)c2)C(=O)NCCc2c[nH]c3ccccc23)cc1	-3	2	9	3	-2	2	9	1.4
CC(=O)C1=C(c2ccccc2)OC(N)=C(C#N)C1c1ccccc1F (stereo unspecified)	-4	34	11	31	-3	-13	40	-0.7
Cc1cc2ccccc2n1CCNC(=O)C(C)(C)C	-2	-3	22	-11	10	-17	3	0.4
CC(=O)c1nn(-c2ccc(C)cc2)cc1C(=O)c1cccc(Br)c1	3	-6	15	2	7	49	1	-1.1
Cc1cc(Cl)ccc1OC(C)C(=O)N1CCCN(C(=O)C(C)Oc2ccc(Cl)cc2C)CC1 (stereo unspecified)	-6	44*	-3	10	15	25	40	4.7
Cc1ccc(-n2c3c(cc(C(=O)NCc4ccco4)c2=O)C(=O)CC(C)(C)C3)cc1	-4	2	22	14	10	20	7	-0.3
Cc1ccc(NC(=O)Nc2cccnc2)cc1NC(=O)Nc1cccnc1	6	7	-7	2	0	30	3	5.6
CCN(CCCNC(=O)Cn1ncc2c([nH]c3ccc(C)cc32)c1=O)Cc1ccccc1	-4	16	4	0	-2	20	4	-1.4
COc1ccc(S(=O)(=O)Cc2ccc(C(=O)NCCCN(C)c3ccccc3)o2)cc1	4	16	5	10	-4	12	8	1.3
Cc1c(OC(C)C(=O)N[C@@H](Cc2ccccc2)C(=O)O)ccc2c3c(c(=O)oc12)CCCC3 (stereo partly specified)	-3	0	23	11	3	7	-2	-1.5
COc1cc(CCC(=O)NCc2ccc(Cl)cc2)cc(OC)c1OC	-4	0	12	13	-6	-14	10	0.7
CC(C)CCn1c(CN2CCOCC2)nc2c1c(=O)n(C)c(=O)n2C	1	-16	22	-8	8	2	-9	1.4
CCOc1ccccc1N(CC(=O)NC1CCCCC1)C(=O)CCCC(=O)Nc1ccccn1	-4	11	-13	3	-4	14	11	-0.7
O=C(Nc1nc(-c2cccnc2)cs1)c1ccc(S(=O)(=O)N2CCOCC2)cc1	-1	-10	13	-2	1	12	0	-2.2
CCOC(=O)Nc1ccc2nc(N3CCCCCC3)sc2c1	16	36	-120	40*	-16	4	50*	6.1
Cc1cc(CNCc2cn(C)nc2-c2ccc(Oc3ccccc3)cc2)on1	1	25	1	27	12	3	14	0.8
O=C(Cn1ncc2c([nH]c3ccccc32)c1=O)NCCCN1CCN(c2ccccc2)CC1	-6	-9	-22	-6	13	30	3	2.0
Cn1c(CN2CCC(C(N)=O)CC2)c(C#N)c2ccccc21	-1	6	12	0	2	12	1	2.6
Cc1ccc(C)c(NC(=O)c2ccccc2NS(=O)(=O)c2cc([N+](=O)[O-])ccc2C)c1	8	19	-12	16	3	89*	2	7.6
CCCCSc1nc(NCc2ccco2)c2c3c(sc2n1)COC(C)(C)C3	5	29	3	15	-19	8	30	0.8
COc1cc(Cl)c(C)cc1NC(=O)[C@@H]1CCCN1C(=O)c1cccs1	-2	31	-15	9	-2	6	4	-0.4
CCOc1ccccc1N1CCN(CC(=O)c2c(N)n(C)c(=O)n(C)c2=O)CC1	-3	-18	-2	-11	-25	22	-3	-0.7
CCc1cc(-c2[nH]ncc2-c2nc3ccccc3n2C)c(O)cc1O	-1	-8	24	-7	11	16	-2	-0.6
CN(CC(=O)Nc1ccc(Cl)c(C(F)(F)F)c1)C(=O)CCCc1nc2ccccc2c(=O)[nH]1	-2	6	3	2	2	17	7	-1.1
N#CCC(=N)N1CCN(c2cccc(Cl)c2)CC1	0	-1	4	5	-13	4	2	-0.5
CCOc1ccccc1NC(=O)Cn1nnc(-c2ccc(OCC)c(OCC)c2)n1	-3	-6	-7	-10	-6	88*	-2	-2.9
CCN1C(=O)/C(=C/c2cn(C)nc2C)SC1=S	2	10	11	-11	-3	4	11	-0.8
COCC(=O)N1CCC(Oc2ccc(C(=O)NC3Cc4ccccc4C3)cc2)CC1	-3	0	-11	3	5	13	13	-1.8
CCOC(=O)COc1ccc2c(c1)C(=O)CC(C)(c1cccnc1)O2 (stereo unspecified)	-2	26	-18	1	-6	12	32	-0.1
COc1cccc(C(C(=O)NCC2CCCO2)N(C(=O)Cn2nnc3ccccc32)c2ccc(NC(C)=O)cc2)c1 (stereo unspecified)	-4	-6	6	-14	-30	-25	12	-1.2
CC(=O)Nc1ccccc1NC(=O)C(F)(F)F	-1	11	6	-7	7	8	6	-0.6
Cc1ccc(S(=O)(=O)N2C[C@@H]3[C@H]4CC[C@H](C4)[C@@H]3[C@@H](C)C2CC(=O)c2ccccc2)cc1 (stereo partly specified)	2	18	3	6	·	0	42	-0.1
Oc1ccc(/C=N/n2c(-c3ccccc3)n[nH]c2=S)cc1Br	-3	21	18	13	10	4	18	-0.9
Additional entries follow.
SMILES	XBP1 UPR activ	tim10-1 inh	697 NFkB inh	TIM10 inh	Jurkat NFkB inh	Mdm2-MdmX inh	tim23-1 inh	CHOP UPR activ
CN1CCN(c2ccc(Cl)cc2NC(=O)/C=C/c2ccc(F)cc2)CC1	5	10	-7	-7	9	52*	15	0.2
Cc1cc(C)n2nc(SCC(=O)N3CCCC3)nc2n1	-2	-5	9	4	8	7	3	-2.2
Cc1cc(Cl)ccc1NC(=O)c1ccc2c(c1)CCN2S(C)(=O)=O	-5	1	2	5	-27	-1	-12	1.4
CCCN(CC(=O)Nc1cc(C)on1)CC(=O)Nc1ccc(F)c(F)c1F	3	9	-1	6	-8	-10	8	-1.6
CCOc1ccc(S(=O)(=O)NCCCN2CCOCC2)cc1	-3	-20	9	1	10	-6	-4	-0.6
O=C(Nc1ccc(F)cc1)C1CCCN1S(=O)(=O)c1ccc(Br)cc1 (stereo unspecified)	-4	27	-10	12	9	42	31	-1.2
Cc1cc(C)c2ccc(NN)nc2c1O	4	11	19	1	-3	59*	12	0.7
COc1ccc(C(=O)Nc2cccc(C(=O)O)c2)cc1S(=O)(=O)N1CCCC1	-6	0	9	2	16	-22	16	-0.3
COc1ccc(-c2nnnn2C)cc1S(=O)(=O)NCCc1ccccc1	-1	16	24	-2	1	25	1	-2.8
CCCCn1nc(C(=O)NC2CCCCCC2)c2ccccc2c1=O	-5	-10	2	-7	3	6	30	1.3

Among those listed so far, 2 have a COOH group.
SMILES	XBP1 UPR activ	tim10-1 inh	697 NFkB inh	TIM10 inh	Jurkat NFkB inh	Mdm2-MdmX inh	tim23-1 inh	CHOP UPR activ
Cc1c(OC(C)C(=O)N[C@@H](Cc2ccccc2)C(=O)O)ccc2c3c(c(=O)oc12)CCCC3 (stereo partly specified)	-3	0	23	11	3	7	-2	-1.5
COc1ccc(C(=O)Nc2cccc(C(=O)O)c2)cc1S(=O)(=O)N1CCCC1	-6	0	9	2	16	-22	16	-0.3

Later entries
SMILES	XBP1 UPR activ	tim10-1 inh	697 NFkB inh	TIM10 inh	Jurkat NFkB inh	Mdm2-MdmX inh	tim23-1 inh	CHOP UPR activ
Cc1cc(NC(=O)Nc2ccc(F)cc2)no1	2	6	-21	-1	-25	-10	10	-0.3
O=S(=O)(N(Cc1ccccc1)[C@H](CO)Cc1ccccc1)N(Cc1ccccc1)[C@H](CO)Cc1ccccc1	8	10	-22	4	3	36	23	7.1
COc1ccc(C(CNC(=O)COc2ccc(F)cc2Br)N2CCCC2)cc1 (stereo unspecified)	2	22	-52	12	0	21	14	0.7
O=C(NCc1ccco1)C1CCCN(S(=O)(=O)c2cnc[nH]2)C1 (stereo unspecified)	-2	6	10	2	1	-15	8	0.1
Cn1c(=O)[nH]c(=O)c2c1nc(N1CCCC1)n2CCCSc1nc2ccccc2o1	5	24	-45	16	1	8	22	0.0
O=C(Cn1c(=O)oc2ccccc21)Nc1ccc(Cl)cc1Cl	-3	-6	15	4	-11	4	1	2.8
Cc1cccc(C(=O)N/N=C/c2ccccn2)c1	1	-13	-58	-5	-43	10	-19	3.7
COc1ccc(-c2cc(N3CCCC3)n3ncnc3n2)cc1	0	29	-14	19	-9	13	31	0.1
CCCOC(=O)c1ccc(NC(=O)COC)cc1	0	12	-18	-2	-37	-11	7	-0.2
CCCCCC(C)n1[nH]c(=O)c2c(C)cc(C)nc21 (stereo unspecified)	1	9	-13	5	3	12	21	-1.7

The final 3 records of the section above lead into the next.
SMILES	XBP1 UPR activ	tim10-1 inh	697 NFkB inh	TIM10 inh	Jurkat NFkB inh	Mdm2-MdmX inh	tim23-1 inh	CHOP UPR activ
COc1ccc(-c2cc(N3CCCC3)n3ncnc3n2)cc1	0	29	-14	19	-9	13	31	0.1
CCCOC(=O)c1ccc(NC(=O)COC)cc1	0	12	-18	-2	-37	-11	7	-0.2
CCCCCC(C)n1[nH]c(=O)c2c(C)cc(C)nc21 (stereo unspecified)	1	9	-13	5	3	12	21	-1.7
Cc1ccccc1Cn1nnc2c1C(=O)c1ccccc1C2=O	4	25	-6	18	28	36	2	7.4
CCOC(=O)C1=C(C)Nc2ccccc2N/C1=N\S(=O)(=O)c1cc(C(=O)O)ccc1Cl	2	16	1	12	-2	-16	17	-1.5
COc1ccc(N(CC(=O)NCCSCc2cccc(Cl)c2)S(C)(=O)=O)cc1Cl	-1	8	-15	-2	3	1	18	1.6
Nc1nc(SCC(=O)Nc2ccc([N+](=O)[O-])cc2)n[nH]1	-2	-9	-13	0	-6	29	16	-1.5
CCc1nnc(NC(=O)CSc2nnc(-c3cccnc3)n2C)s1	-4	12	15	-10	-14	-6	11	-1.3
COc1ccc(C(=O)NCCCOC(=O)c2ccc(OC)cc2)cc1	-4	8	3	-2	4	21	13	0.5
CC(C)C(=O)N(Cc1ccc(F)cc1)Cc1nc2ccccc2c(=O)[nH]1	0	9	1	13	-2	-27	14	0.9
